Screening results: PubChem BioAssay, The Scripps Research Institute Molecular Screening Center
GSTO1 inh – blocks human GSTO1 in RBBP9 counter-screen; recombinant GSTO1, activity-based probe fluorescence polarization; inhibition, % at 5.96 µM; actives 1.1% (n = 300,000);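 active = inhibition above the campaign mean inhibition plus 3 SD, cut at about 35% in these data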;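 also: 0% = GSTO1-1 with DMSO and 100% = wells lacking GSTO1-1 enzyme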
Target sequence (P78417 whole entry, looked up): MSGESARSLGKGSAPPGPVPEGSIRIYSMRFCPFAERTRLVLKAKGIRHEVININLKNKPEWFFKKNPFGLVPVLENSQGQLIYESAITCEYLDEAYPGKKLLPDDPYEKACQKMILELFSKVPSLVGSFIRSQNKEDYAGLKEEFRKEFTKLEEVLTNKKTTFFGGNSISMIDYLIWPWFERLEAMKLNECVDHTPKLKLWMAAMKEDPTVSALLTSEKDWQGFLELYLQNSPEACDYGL
PAFAH1B3 FP inh – PAFAH1B3 (human) inhibition; Q15102; recombinant PAFAH1B3, FP-rhodamine probe, fluorescence polarization; inhibition, % at 3.39 µM; actives 0.28% (n = 340,000); AID 492972;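 active = inhibition above the screen-wide average of all tested compounds plus 3 SD, cut at about 25% in these data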;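 also: 0% = enzyme with DMSO only and 100% = wells lacking PAFAH1B3 protein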
Target sequence (Q15102 whole entry, looked up): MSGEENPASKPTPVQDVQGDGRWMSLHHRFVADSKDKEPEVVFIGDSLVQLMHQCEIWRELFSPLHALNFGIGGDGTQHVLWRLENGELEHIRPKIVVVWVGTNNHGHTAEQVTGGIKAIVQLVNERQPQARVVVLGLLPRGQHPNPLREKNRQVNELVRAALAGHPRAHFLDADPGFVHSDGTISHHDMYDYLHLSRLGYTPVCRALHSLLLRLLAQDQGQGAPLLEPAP
LYPLA1 counter – LYPLA1 (human) inhibition in PME1 counter-screen | recombinant LYPLA1, FP-Rh probe fluorescence polarization | inhibition, % at 5.9 µM | actives 0.16% (n = 320,000) | O75608;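 active = inhibition above the mean of all tested compounds plus 3 SD, set per campaign, cut at about 14% in these data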;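 also: inhibitors block serine hydrolase probe labeling of LYPLA1 so polarization falls; 0% = enzyme with DMSO and 100% = wells lacking LYPLA1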
Target sequence (O75608 whole entry, looked up): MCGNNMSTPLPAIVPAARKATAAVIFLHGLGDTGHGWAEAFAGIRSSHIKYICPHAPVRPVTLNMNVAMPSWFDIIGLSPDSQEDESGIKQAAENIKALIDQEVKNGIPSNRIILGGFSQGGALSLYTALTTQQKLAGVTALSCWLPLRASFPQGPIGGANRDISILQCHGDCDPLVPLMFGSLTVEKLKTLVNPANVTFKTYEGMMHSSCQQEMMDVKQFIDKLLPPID
PAFAH1B2 inh – inhibitors of human PAFAH1B2 | inhibition, % at 3.39 µM | P68402 | actives 1.2% (n = 340,000) | recombinant PAFAH1B2, FP-rhodamine activity probe, fluorescence polarization | AID 492953;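 active = inhibition above the mean of all tested compounds plus 3 SD, cut at about 24% in these data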;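 also: 0% = enzyme with DMSO and 100% = wells lacking PAFAH1B2; many of its hits are not listed in these tables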
Target sequence (P68402 whole entry, looked up): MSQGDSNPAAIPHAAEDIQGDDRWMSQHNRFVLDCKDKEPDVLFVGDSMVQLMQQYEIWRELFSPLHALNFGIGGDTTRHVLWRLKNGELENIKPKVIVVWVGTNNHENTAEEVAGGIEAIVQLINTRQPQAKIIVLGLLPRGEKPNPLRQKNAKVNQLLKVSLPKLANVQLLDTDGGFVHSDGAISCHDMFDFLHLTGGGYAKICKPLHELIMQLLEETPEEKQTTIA
PAFAH2 inh – inhibitors of human PAFAH2; Q99487; recombinant PAFAH2, FP-rhodamine activity probe, fluorescence polarization; inhibition, % at 3.39 µM; actives 0.99% (n = 340,000); AID 492956;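 active = inhibition above the mean over all tested compounds plus 3 SD, cut at about 30% in these data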;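 also: inhibitors block probe labeling of enzyme so polarization drops; 0% = enzyme with DMSO and 100% = wells lacking PAFAH2 protein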
PME-1 inh – blocks human protein phosphatase methylesterase 1; Q9Y570; recombinant PME-1, FP-Rh probe fluorescence polarization; inhibition, % at 5.9 µM; actives 0.53% (n = 320,000); AID 2130;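 active = inhibition above the campaign mean of all compounds plus 3 SD, cut at about 26% in these data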;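 also: competitive labeling of PME-1 active site by serine hydrolase directed probe; 0% = PME-1 with DMSO and 100% = wells lacking PME-1 enzyme; inhibitors block probe labeling so polarization falls and inhibition rises; many of its hits are not listed in these tables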
pPAFAH FP inh – pPAFAH (human) enzyme inhibition; Q13093; recombinant pPAFAH, FP-rhodamine probe fluorescence polarization; inhibition, % at 3.39 µM; actives 1.5% (n = 330,000); AID 463082;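 active = inhibition above the mean inhibition across the screen plus 3 SD, cut at about 25% in these data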;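 also: inhibitors block binding of the rhodamine activity-based probe so polarization drops; 0% = enzyme with DMSO and 100% = wells lacking pPAFAH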
LYPLA2 counter – LYPLA2 (human) inhibition in PME1 counter-screen | AID 2177 | O95372 | actives 0.38% (n = 320,000) | inhibition, % at 5.9 µM | recombinant LYPLA2, FP-Rh probe fluorescence polarization;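 active = inhibition above the screen-wide mean plus 3 SD, limit set per campaign, cut at about 26% in these data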;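 also: 0% = LYPLA2 with DMSO and 100% = wells lacking LYPLA2 enzyme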
PAD4 FP inh – PAD4 (human) enzyme inhibition; actives 0.41% (n = 330,000); inhibition, % at 6.36 µM; Q9UM07; recombinant PAD4, RCA probe fluorescence polarization;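 active = percent inhibition above a cutoff equal to the mean of all tested compounds plus 3 SD, cut at about 15% in these data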;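 also: 0% = PAD4 with RCA probe and DMSO and 100% = probe without PAD4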
* = called active by the depositor.

Screening O=c1[nH]c2ccccc2c(O)c1SCCO returned GSTO1 inh 3, PAFAH1B3 FP inh 15, LYPLA1 counter -2, PAFAH1B2 inh 4, PAFAH2 inh 5, PME-1 inh -5, pPAFAH FP inh 3, LYPLA2 counter 0 and PAD4 FP inh 1.
For CC(=O)Nc1ccc(S(=O)(=O)Nc2nc3cc4c(cc3nc2Cl)OCCO4)cc1 the results were GSTO1 inh 5, PAFAH1B3 FP inh 1, LYPLA1 counter -2, PAFAH1B2 inh 2, PAFAH2 inh 2, PME-1 inh 4, pPAFAH FP inh 7, LYPLA2 counter 0 and PAD4 FP inh -4.
For CC(=O)Nc1ccc(S(=O)(=O)NCC2CCC(C(=O)NCCC(C)C)CC2)cc1 (stereo not given) the results were GSTO1 inh 12, PAFAH1B3 FP inh -14, LYPLA1 counter 2, PAFAH1B2 inh 0, PAFAH2 inh 3, PME-1 inh -1, pPAFAH FP inh -4, LYPLA2 counter 16 and PAD4 FP inh 2.
For NC(=S)Nc1nccc(-c2cccs2)n1 the results were GSTO1 inh 2, PAFAH1B3 FP inh -2, LYPLA1 counter 1, PAFAH1B2 inh -3, PAFAH2 inh 0, PME-1 inh 2, pPAFAH FP inh 2, LYPLA2 counter 7 and PAD4 FP inh 0.
Screening CC(C)(C)NC(=O)CSc1nnc(-c2ccccn2)n1Cc1ccccc1 returned GSTO1 inh 4, PAFAH1B3 FP inh 3, LYPLA1 counter -3, PAFAH1B2 inh -1, PAFAH2 inh -5, PME-1 inh -5, pPAFAH FP inh 6, LYPLA2 counter 2 and PAD4 FP inh 0.
Screening CCn1c(-c2ccccc2Cl)nn(CC(=O)Nc2cc(Cl)ccc2Cl)c1=S returned GSTO1 inh 38*, PAFAH1B3 FP inh 3, LYPLA1 counter -10, PAFAH1B2 inh -2, PAFAH2 inh 6, PME-1 inh -8, pPAFAH FP inh -5, LYPLA2 counter -8 and PAD4 FP inh 1.
Screening CC(=O)N1CCc2cc(S(=O)(=O)C(C)CC(=O)Nc3ccc(OC(F)(F)F)cc3)ccc21 (stereo not given) returned GSTO1 inh 5, PAFAH1B3 FP inh 3, LYPLA1 counter -4, PAFAH1B2 inh 2, PAFAH2 inh -3, PME-1 inh -1, pPAFAH FP inh -2, LYPLA2 counter 0 and PAD4 FP inh 0.
Screening CC(=O)c1ccc(S(=O)(=O)Nc2cccc(-c3ccc(N4CCOCC4)nn3)c2)cc1 returned GSTO1 inh -4, PAFAH1B3 FP inh 0, LYPLA1 counter 2, PAFAH1B2 inh 2, PAFAH2 inh 1, PME-1 inh 0, pPAFAH FP inh 4, LYPLA2 counter -1 and PAD4 FP inh 1.
Cn1c(SCc2ccc(Cl)cc2)nc(C(F)(F)F)cc1=O was read as GSTO1 inh 6, PAFAH1B3 FP inh 0, LYPLA1 counter 3, PAFAH1B2 inh 1, PAFAH2 inh -7, PME-1 inh -1, pPAFAH FP inh -1, LYPLA2 counter 16 and PAD4 FP inh -3.
Screening COc1ccc(S(=O)(=O)Nc2cc3c(cc2C(C)=O)OCO3)cc1 returned GSTO1 inh 3, PAFAH1B3 FP inh 9, LYPLA1 counter -3, PAFAH1B2 inh 3, PAFAH2 inh 3, PME-1 inh -2, pPAFAH FP inh 2, LYPLA2 counter 5 and PAD4 FP inh 3.
O=C(Nc1nc2ccccc2[nH]1)C1CCCC1 was read as GSTO1 inh 0, PAFAH1B3 FP inh 6, LYPLA1 counter 2, PAFAH1B2 inh 1, PAFAH2 inh 0, PME-1 inh 4, pPAFAH FP inh 3, LYPLA2 counter 13 and PAD4 FP inh 0.
`CC1CCCCC1NC(=O)CN(C)S(=O)(=O)c1ccc2c(c1)CCC(=O)N2` (stereo not given) gave GSTO1 inh -1, PAFAH1B3 FP inh -2, LYPLA1 counter -1, PAFAH1B2 inh 0, PAFAH2 inh 4, PME-1 inh 5, pPAFAH FP inh 2, LYPLA2 counter -1 and PAD4 FP inh 3.
Screening COc1cccc(C2c3[nH]c4ccccc4c3C[C@H]3C(=O)N(CCCO)CC(=O)N23)c1OC (stereo not given in full) returned GSTO1 inh 3, PAFAH1B3 FP inh 3, LYPLA1 counter 1, PAFAH1B2 inh 4, PAFAH2 inh 0, PME-1 inh -6, pPAFAH FP inh 1, LYPLA2 counter -5 and PAD4 FP inh 3.
For Cc1noc(COc2ccc(OCc3nc(C)no3)cc2)n1 the results were GSTO1 inh 1, PAFAH1B3 FP inh 10, LYPLA1 counter 3, PAFAH1B2 inh 7, PAFAH2 inh -8, PME-1 inh -3, pPAFAH FP inh -1, LYPLA2 counter 10 and PAD4 FP inh -1.
`COc1cccc(OC)c1NC(=O)Cn1nc(C)c2ccccc2c1=O` gave GSTO1 inh -5, PAFAH1B3 FP inh 7, LYPLA1 counter 0, PAFAH1B2 inh 3, PAFAH2 inh 3, PME-1 inh 1, pPAFAH FP inh -2, LYPLA2 counter -1 and PAD4 FP inh -5.
Screening CCC1CN(C(=O)N2CCC(C(=O)NCc3ccccc3OC)CC2)c2ccccc2O1 (stereo not given) returned GSTO1 inh 5, PAFAH1B3 FP inh 4, LYPLA1 counter 0, PAFAH1B2 inh 1, PAFAH2 inh -9, PME-1 inh 3, pPAFAH FP inh 6, LYPLA2 counter 10 and PAD4 FP inh 4.
`CCC(=O)N1CCc2cc(S(=O)(=O)CCC(=O)N3CCN(c4ccccc4F)CC3)ccc21` gave GSTO1 inh 3, PAFAH1B3 FP inh 1, LYPLA1 counter -1, PAFAH1B2 inh 2, PAFAH2 inh 5, PME-1 inh -2, pPAFAH FP inh 4, LYPLA2 counter -5 and PAD4 FP inh -3.
For O=C(CCNS(=O)(=O)c1cccs1)N1CCc2ccccc2C1 the results were GSTO1 inh 4, PAFAH1B3 FP inh 1, LYPLA1 counter -1, PAFAH1B2 inh 5, PAFAH2 inh 6, PME-1 inh -1, pPAFAH FP inh 5, LYPLA2 counter -1 and PAD4 FP inh -1.
Screening Cc1c(C(=O)N(C)c2cccc(Cl)c2)cnn1-c1ccccc1 returned GSTO1 inh 4, PAFAH1B3 FP inh 12, LYPLA1 counter 2, PAFAH1B2 inh 5, PAFAH2 inh 0, PME-1 inh -2, pPAFAH FP inh -1, LYPLA2 counter 8 and PAD4 FP inh -3.
`COC(=O)/C=C/c1c(C)nc(NCc2ccccc2)nc1Cl` gave GSTO1 inh -8, PAFAH1B3 FP inh 10, LYPLA1 counter -4, PAFAH1B2 inh 6, PAFAH2 inh 4, PME-1 inh 2, pPAFAH FP inh 5, LYPLA2 counter 4 and PAD4 FP inh -3.
For C=CCN(CC=C)CC(O)Cn1c2ccccc2c2ccccc21 (stereo not given) the results were GSTO1 inh -1, PAFAH1B3 FP inh 7, LYPLA1 counter -2, PAFAH1B2 inh -1, PAFAH2 inh -12, PME-1 inh 1, pPAFAH FP inh 6, LYPLA2 counter 7 and PAD4 FP inh -4.
For Cc1ccc(NC(=O)CCn2nc([N+](=O)[O-])cc2C)nc1 the results were GSTO1 inh 2, PAFAH1B3 FP inh -9, LYPLA1 counter 3, PAFAH1B2 inh 1, PAFAH2 inh -15, PME-1 inh -5, pPAFAH FP inh 2, LYPLA2 counter 8 and PAD4 FP inh -5.
`CC1CCCCN1S(=O)(=O)c1ccc2c(c1)oc(=O)n2CC(=O)O` (stereo not given) gave GSTO1 inh 3, PAFAH1B3 FP inh 2, LYPLA1 counter -2, PAFAH1B2 inh 9, PAFAH2 inh 4, PME-1 inh -1, pPAFAH FP inh 2, LYPLA2 counter -3 and PAD4 FP inh 5.
For COc1ccc(-c2oc(=O)c3cc(OC)c(OC)cc3c2-c2ccc3c(c2)OCO3)cc1 the results were PAFAH1B3 FP inh -7, PAFAH1B2 inh 0, PAFAH2 inh -6, pPAFAH FP inh 27* and PAD4 FP inh 4.
For CCCOC(=O)C1[C@H]2C(=O)N(CC3CCCO3)C[C@]23C=C[C@H]1O3 (stereo not given in full) the results were GSTO1 inh -3, PAFAH1B3 FP inh -1, LYPLA1 counter -3, PAFAH1B2 inh -2, PAFAH2 inh 2, PME-1 inh -7, pPAFAH FP inh 2, LYPLA2 counter -2 and PAD4 FP inh 5.
Screening C[N+]12CCCCC1[C@@H](CO)CCC2 (stereo not given in full) returned GSTO1 inh 4, PAFAH1B3 FP inh 6, LYPLA1 counter -3, PAFAH1B2 inh 1, PAFAH2 inh -2, PME-1 inh -3, pPAFAH FP inh 4, LYPLA2 counter 0 and PAD4 FP inh -3.
Screening CCCc1ccc(-c2cc(C(=O)NCCc3ccc(S(N)(=O)=O)cc3)c3ccccc3n2)cc1 returned GSTO1 inh -22, PAFAH1B3 FP inh -9, LYPLA1 counter -10, PAFAH1B2 inh 0, PAFAH2 inh -14, PME-1 inh -11, pPAFAH FP inh -1, LYPLA2 counter -19 and PAD4 FP inh -8.
Screening O=C(COc1ccccc1)OCc1cc2ccccc2[nH]c1=O returned GSTO1 inh 7, PAFAH1B3 FP inh 7, LYPLA1 counter 1, PAFAH1B2 inh 0, PAFAH2 inh 4, PME-1 inh 2, pPAFAH FP inh 3, LYPLA2 counter 1 and PAD4 FP inh 3.
Screening O=C(c1ccc(Oc2ccc(C(F)(F)F)cc2[N+](=O)[O-])cc1)N1CCOCC1 returned GSTO1 inh 2, PAFAH1B3 FP inh 5, LYPLA1 counter 2, PAFAH1B2 inh -5, PAFAH2 inh 34*, PME-1 inh 3, pPAFAH FP inh 2, LYPLA2 counter 6 and PAD4 FP inh 2.
COCCNC(=O)CN(C(=O)Cn1nnc2ccccc21)c1cccc(C)c1C was read as GSTO1 inh -6, PAFAH1B3 FP inh 19, LYPLA1 counter 0, PAFAH1B2 inh -5, PAFAH2 inh 2, PME-1 inh -5, pPAFAH FP inh -2, LYPLA2 counter -4 and PAD4 FP inh 0.
O=Nc1c(O)[nH]c2ccc(F)cc12 was read as GSTO1 inh 5, PAFAH1B3 FP inh 21, LYPLA1 counter 3, PAFAH1B2 inh 7, PAFAH2 inh 0, PME-1 inh 19, pPAFAH FP inh 8, LYPLA2 counter 9 and PAD4 FP inh 1.
O=C(Nc1nccs1)c1cccc(N2C(=O)c3cccc4c([N+](=O)[O-])ccc(c34)C2=O)c1 was read as GSTO1 inh 4, PAFAH1B3 FP inh 24, LYPLA1 counter -1, PAFAH1B2 inh 13, PAFAH2 inh 1, PME-1 inh 3, pPAFAH FP inh -3, LYPLA2 counter -1 and PAD4 FP inh -4.
O=C(Nc1ccc(F)cc1F)C1CCN(C(=O)c2ccc(Br)cc2)CC1 was read as GSTO1 inh 2, PAFAH1B3 FP inh 6, LYPLA1 counter 0, PAFAH1B2 inh 0, PAFAH2 inh -7, PME-1 inh -3, pPAFAH FP inh 4, LYPLA2 counter 8 and PAD4 FP inh -1.
Cc1noc(/C=C/c2cccs2)c1S(=O)(=O)N1CCC(C(=O)NCCCN2CCC(C)CC2)CC1 was read as GSTO1 inh 8, PAFAH1B3 FP inh 2, LYPLA1 counter -4, PAFAH1B2 inh 7, PAFAH2 inh 3, PME-1 inh 1, pPAFAH FP inh 1, LYPLA2 counter -5 and PAD4 FP inh 3.
Screening CC(=O)O[C@]1(C(C)=O)CC[C@H]2[C@@H]3C=C(C)C4=CC(=O)CC[C@]4(C)[C@H]3CC[C@@]21C returned GSTO1 inh 0, PAFAH1B3 FP inh -1, LYPLA1 counter 1, PAFAH1B2 inh 1, PAFAH2 inh -3, PME-1 inh -5, pPAFAH FP inh -2, LYPLA2 counter 1 and PAD4 FP inh -6.

This is a subset; the hit share may differ from the screen's.
